Screening results as filed in PubChem.
H9c2 protect = modulators protecting cardiomyocytes from myocardial damage; H9c2 cardiomyocytes, H2O2 injury protection, ATPLite, 2 h; protection from H2O2 cell death, % at 20 µM; 360,000 compounds, 0.63% hits; AID 588492;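 active = compounds giving at least 50% protection of heart cells from peroxide-induced death in the single-dose screen, raw or plate-pattern-corrected value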;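 note: 0% = DMSO wells with peroxide and 100% = DMSO wells without peroxide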
Glyco luc inh = N-linked glycosylation inhibition | 360,000 compounds, 0.23% hits | D54 ERlucT glycosylation luciferase reporter, 24 h; percent of 100 nM tunicamycin response | reporter increase, % at 12.5 µM | AID 588692;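 active = mean luciferase reporter signal, scaled so untreated is 0 and the glycosylation-blocking control 100, at or above a set limit in every replicate; inconclusive = mean reaches the limit but not every replicate does; inactive = mean below the limit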;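 note: luciferase carries N-glycosylation sites so blocking glycosylation raises the light; 0% = median of neutral control wells and 100% = median of 100 nM tunicamycin wells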
NCOA2 inhibitor = human SRC2 (NCOA2) inhibition; HEK293 GAL4-SRC2 luciferase reporter, luminescence; 370,000 compounds, 0.17% hits; Q15596; inhibition, % at 9 µM;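 active = inhibition above the mean inhibition of all tested compounds plus 3 SD, set per campaign, cut at about 52% in these data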;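 note: 0% = DMSO treated cells and 100% = cells given Gossypol at 36 µM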
MC4R antag cAMP = blocks human MC4R cAMP signaling. P32245. MC4R-expressing cells, MTII-stimulated cAMP, LANCE TR-FRET. inhibition, % at 6.5 µM. 360,000 compounds, 0.48% hits;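 active = inhibition above its plate's cutoff, the mean of tested wells on that plate plus 3 SD, cut at about 29% in these data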;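 note: 0% = Melanotan II alone and 100% = Melanotan II plus saturating MCL0020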
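Assay system: U2OS-MC4R stable cell line; Also added: Melanotan II; Technique: Eu-cAMP/anti-cAMP TR-FRET, emission 671 nm; Times: 30-min compound, 1-h challenge, 1-h detection, room temperature.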
ABHD5 PLIN5 PPI = ABHD5-PLIN5 protein interaction inhibition; Split G. princeps luciferase complementation, luminescence, 4 h; 360,000 compounds, 0.78% hits; AID 602281; Q00G26+Q8WTS1; inhibition, % at 4 µM;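 active = inhibition above the mean inhibition across every tested compound plus 3 SD, cut at about 22% in these data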;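 note: 0% = DMSO only wells and the 100% control is not disclosed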
NOD2 RIPK2 PPI = NOD2-RIPK2 protein interaction inhibition; AID 624267; O43353; CHO BLA complementation NOD2-RIPK2, CCF4 ratio; inhibition, % at 4.98 µM; 360,000 compounds, 0.38% hits; in the data active = inhibition above about 21%;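 note: 0% = vehicle only and 100% = reference blocker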
MC4R ag barr = agonists of human melanocortin 4 receptor (MC4R) beta-arrestin; P32245; U2OS MC4R beta-arrestin complementation, luminescence; percent of melanotan II response, DMSO zero; activation, % at 8.9 µM; 360,000 compounds, 0.98% hits; AID 540308;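 active = activation above a per-plate cutoff, the mean activation of sample wells on that plate plus 3 SD, cut at about 8% in these data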
ABCB6 inh MLPCN = inhibitors of human ABC transporter ABCB6; Q9NP58; K562-ABCB6 porphyrin accumulation, flow cytometry, 1 h; active compounds read low; fluorescence ratio to DMSO, % at 10 µM; 360,000 compounds, 0.19% hits; AID 602162;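 active = fluorescence ratio to DMSO below 75%, the collection mean minus 3 SD; inconclusive = too few cells collected in the well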;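 note: signal is porphyrin accumulated inside mitochondria; 100% equals median channel fluorescence of DMSO control wells; lower ratio means ABCB6 inhibition with less porphyrin fluorescence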
TLR9-MyD88 inh = TLR9-MyD88 interaction inhibition | Q9NR96+Q99836 | CHO BLA complementation TLR9-MyD88, CCF4 FRET ratio | inhibition, % at 4.98 µM | 340,000 compounds, 0.21% hits | AID 504734;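 active = inhibition above the mean over all tested compounds plus 3 SD, cut at about 21% in these data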;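 note: 0% = DMSO only wells and 100% = clavulanate BLA inhibitor control wells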
Target sequence (Q99836 whole entry, looked up): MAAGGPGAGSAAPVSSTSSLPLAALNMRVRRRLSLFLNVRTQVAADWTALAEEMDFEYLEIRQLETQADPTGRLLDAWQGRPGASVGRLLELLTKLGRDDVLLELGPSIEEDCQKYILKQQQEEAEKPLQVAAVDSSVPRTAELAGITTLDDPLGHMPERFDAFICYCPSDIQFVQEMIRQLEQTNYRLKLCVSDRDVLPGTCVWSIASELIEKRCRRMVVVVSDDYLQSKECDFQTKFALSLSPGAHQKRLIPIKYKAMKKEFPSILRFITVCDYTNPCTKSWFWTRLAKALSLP
Target sequence (Q9NR96 whole entry, looked up): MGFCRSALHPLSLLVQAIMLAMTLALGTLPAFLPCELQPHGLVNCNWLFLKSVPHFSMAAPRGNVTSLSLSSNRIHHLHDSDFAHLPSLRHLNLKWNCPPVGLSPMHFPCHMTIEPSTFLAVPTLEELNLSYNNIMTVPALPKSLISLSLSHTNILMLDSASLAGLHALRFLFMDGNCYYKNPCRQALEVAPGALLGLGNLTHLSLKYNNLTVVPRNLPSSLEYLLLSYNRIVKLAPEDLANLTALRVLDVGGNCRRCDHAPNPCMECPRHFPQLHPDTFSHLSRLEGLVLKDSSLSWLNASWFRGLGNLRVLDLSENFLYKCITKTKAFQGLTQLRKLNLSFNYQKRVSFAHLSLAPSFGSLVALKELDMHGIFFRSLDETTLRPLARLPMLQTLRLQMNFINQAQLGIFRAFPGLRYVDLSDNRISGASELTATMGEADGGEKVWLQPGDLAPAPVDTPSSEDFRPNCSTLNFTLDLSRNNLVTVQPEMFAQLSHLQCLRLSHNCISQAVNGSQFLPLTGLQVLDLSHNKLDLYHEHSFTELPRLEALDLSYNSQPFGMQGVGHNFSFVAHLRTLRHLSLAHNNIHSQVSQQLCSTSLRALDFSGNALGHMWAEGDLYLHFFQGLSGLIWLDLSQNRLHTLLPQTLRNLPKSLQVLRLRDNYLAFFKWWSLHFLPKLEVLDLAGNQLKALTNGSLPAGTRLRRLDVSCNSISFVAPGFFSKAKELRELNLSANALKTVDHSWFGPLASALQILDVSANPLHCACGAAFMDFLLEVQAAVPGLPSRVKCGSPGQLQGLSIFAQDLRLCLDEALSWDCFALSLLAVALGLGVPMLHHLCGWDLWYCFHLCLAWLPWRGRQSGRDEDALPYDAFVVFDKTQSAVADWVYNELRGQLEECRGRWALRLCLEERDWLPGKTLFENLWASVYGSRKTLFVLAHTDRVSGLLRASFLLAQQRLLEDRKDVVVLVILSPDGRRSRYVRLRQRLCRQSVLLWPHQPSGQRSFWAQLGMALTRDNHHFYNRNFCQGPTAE
HTR2A ag = mouse HTR2A agonism via beta-arrestin recruitment; P35363; CHO-K1 mHTR2A beta-arrestin complementation, luminescence; percent of 30 µM serotonin response; activation, % at 7.6 µM; 360,000 compounds, 0.66% hits; AID 624169;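 active = activation above a run cutoff, the mean activation of all tested compounds plus 3 SD, cut at about 14% in these data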;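 note: 0% = plate median of compound wells and 100% = 30 µM serotonin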
Starred values were filed as active, the others as inactive; ? = inconclusive; · = not tested or not shown. Some of the compounds tested, so the mix of outcomes need not match the whole.

SMILES	H9c2 protect	Glyco luc inh	NCOA2 inhibitor	MC4R antag cAMP	ABHD5 PLIN5 PPI	NOD2 RIPK2 PPI	MC4R ag barr	ABCB6 inh MLPCN	TLR9-MyD88 inh	HTR2A ag
CNC(=O)c1nnn(Cc2ccccc2)c1NC(C)=O	-2	1	4	3	5	7	-0.3	97	-6	0
COc1ccc(-c2cc3nc(-c4ccccc4)cc(N4CCN(C(C)=O)CC4)n3n2)cc1	80*	0	9	16	9	2	0.0	97	-3	1
CC(=O)c1cn(C)c(=O)n(C)c1=O	5	2	-5	11	-3	-8	0.0	106	-1	4
CCc1cc(=O)n2[nH]c(-c3ccccc3)c(-c3ccccc3)c2n1	11	0	3	3	8	4	-2.2	101	2	-1
Cc1cc(NCc2ccccn2)ccc1Br	-7	-1	-8	-3	-4	-7	-0.1	99	-7	4
COC(=O)c1ccc(CSc2nncn2N)cc1	3	2	-13	1	-5	-3	-3.2	100	4	-1
CCCCCC(=O)N/N=C(\C)c1ccc(Cl)cc1	-7	0	13	0	-2	-1	1.1	106	-8	-3
CCCCn1c(CCNC(=O)CCC)nc2ccccc21	4	2	19	10	2	-11	-1.4	96	3	-3
CN(Cc1cnn(C)c1)C(=O)CC1C(=O)NCCN1Cc1cccc(Oc2ccccc2)c1 (centres undefined)	0	3	-33	4	5	-2	-0.7	100	4	3
Nc1cccnc1Sc1ccccc1	5	2	-3	6	-1	-2	0.8	97	8	-2
CN1C(=O)/C(=C/c2ccccc2OCc2ccccc2F)NC1=S	13	-2	4	-5	-4	-10	2.8	85	12	-7
Cc1cc(N2CCOCC2)c2c(N)cc(C)c(C)c2n1	1	-4	37	-1	-1	-1	-1.4	109	-3	1
CCOC(=O)CCSCC(=O)Nc1nnc(C)s1	12	1	-14	2	-1	-18	-0.6	85	5	7
CCc1[nH]nc2c1C1(C(=O)N(Cc3ccccc3)c3ccccc31)C(C#N)=C(N)O2 (centres undefined)	1	5	0	-1	8	-5	-1.9	89	0	3
O=C(O)c1ccc2c(c1)C(=O)N(c1ccc(OCc3ccccc3)cc1)C2=O	-1	0	0	4	-2	-17	-2.8	93	-1	17*
O=C1c2ccccc2C(=O)C12OC2c1ccc(Cl)cc1Cl (centres undefined)	-10	?	-16	-1	-9	2	-0.6	100	16	1
CCOc1ccc(NC(=O)CN(C)C(=O)c2ccc(OCC(=O)N3CCOCC3)c(OC)c2)cc1OCC	2	2	18	2	3	-8	-2.1	100	-4	11
NC(=O)c1ccccc1OCCOc1ccc(Br)cc1	15	-1	-9	12	-1	-1	2.3	97	6	2
N#Cc1c2n(c(=S)n(-c3ccccc3)c1=O)CCCCC2	2	-2	-17	8	10	-4	1.6	100	-8	-2
O=C(O)CC(=O)Nc1cc(Cl)ccc1O	-2	0	-4	2	4	10	0.2	95	8	0
NCCCC(=O)N1c2ccccc2Sc2ccc(Cl)cc21	0	-3	-17	-3	4	-9	-1.6	95	-6	-13
CCOC(=O)c1ccc2nc(NC(=O)C(C)C)sc2c1	-19	-9	-68	-1	-3	3	-1.7	102	-4	-3
CCc1nc2c(OCc3ccc(Cl)cc3)cccn2c1N(C=O)Cc1ccc(OC)cc1	-5	-4	-25	3	5	1	-0.6	94	·	-4
COc1ccc(NC(=O)C2CCCN2C(=O)NC2CCCCC2)cc1 (centres undefined)	-2	1	-6	6	6	-1	-0.2	96	-2	-5
COc1ccc(C)cc1NC(=O)c1ccc(NS(=O)(=O)c2cccs2)cc1	-2	1	-11	3	-2	-10	-1.8	166	-15	-5
C/C(=N/NC(=S)Nc1cccc(C)c1)c1cccc([N+](=O)[O-])c1	3	-5	-20	-4	-12	-6	-3.7	94	1	-3
COc1ccc(C(=O)n2c(N)nc3ccccc32)cc1OC	-10	-1	-52	3	-5	-10	-1.6	103	-13	1
Cc1cccc(N2CCN(C(=O)/C=C/c3cccs3)CC2C)c1 (centres undefined)	-2	0	1	0	-5	0	0.4	102	-10	-4
CCOC(=O)C1CCCN(c2c(NCC3CCCO3)c(=O)c2=O)C1 (centres undefined)	1	1	-12	-4	9	-10	0.4	104	-3	-1
Cc1cc2oc(C(=O)NCc3ccc4c(c3)OCO4)c(C)c2cc1C	-10	0	-4	-1	0	-1	-0.6	85	-4	-2
CSc1ncc(C(=O)Nc2ccccc2C)c(C)n1	5	0	13	8	6	-3	-1.8	94	-2	2
O=C(NC1CC1)C1CC(=O)N(c2cccc(Cl)c2Cl)C1 (centres undefined)	8	0	-2	14	2	7	-0.9	97	0	2
Cc1ccc2oc(-c3cccc(N)c3)nc2c1	-21	-15	-18	9	1	-2	-4.2	101	10	0
CN(C(=O)c1ccccc1C(=O)OCC(=O)NC(=O)NC(C)(C)C)C1CCCCC1	-9	2	-7	12	-9	-9	2.0	104	-8	-5
O=S(=O)(Cc1ccccc1)Cc1cnc(Cl)s1	-8	2	6	2	-4	-9	0.2	97	-3	5
COc1ccccc1CNC(=O)CCCNS(=O)(=O)c1cccc2nsnc12	0	0	9	0	1	1	-1.0	103	-7	-8
COC(=O)Cc1c(C)c2c(O)cc(C)cc2oc1=O	8	3	3	17	-1	-12	-0.8	96	-5	8
NC(=O)c1ccccc1NC(=O)CN1CCN(Cc2ccccc2)CC1	0	-1	16	12	-1	-4	-0.9	96	-8	-2
CCOC(=O)C1CCN(C(=O)COC(=O)c2cc([N+](=O)[O-])ccc2N2CCOCC2)CC1	19	-1	-34	-8	5	-6	-1.2	98	-4	1
O=C(CSc1nc2ccccc2c(=O)[nH]1)c1ccccc1	51*	-1	-26	6	-7	2	-0.5	89	-3	-5

A second format for part of the listing above.
mol,H9c2 protect,Glyco luc inh,NCOA2 inhibitor,MC4R antag cAMP,ABHD5 PLIN5 PPI,NOD2 RIPK2 PPI,MC4R ag barr,ABCB6 inh MLPCN,TLR9-MyD88 inh,HTR2A ag
O=S(=O)(Cc1ccccc1)Cc1cnc(Cl)s1,-8,2,6,2,-4,-9,0.2,97,-3,5
COc1ccccc1CNC(=O)CCCNS(=O)(=O)c1cccc2nsnc12,0,0,9,0,1,1,-1.0,103,-7,-8

(further entries)
SMILES	H9c2 protect	Glyco luc inh	NCOA2 inhibitor	MC4R antag cAMP	ABHD5 PLIN5 PPI	NOD2 RIPK2 PPI	MC4R ag barr	ABCB6 inh MLPCN	TLR9-MyD88 inh	HTR2A ag
CCC(=O)Nc1ccc(C2=Nn3c(nnc3C(C)C)SC2)cc1	5	0	8	19	-4	-3	-0.3	103	-2	1
O=C(CCS(=O)(=O)c1ccccc1)N(CCCN1CCOCC1)c1nc2c(F)cccc2s1	-16	-8	-25	22	-1	9	-5.5	106	4	-14
CC(=O)N1c2ccc(S(=O)(=O)N3CCC(C(=O)NCc4ccc(C)cc4)CC3)cc2CC1C (centres undefined)	-6	-1	-20	7	5	-1	-1.7	99	-2	5
CCC(=O)OCCn1c(=O)c2cc3c(=O)n(CCOC(=O)CC)c(=O)c3cc2c1=O	6	2	5	0	-7	11	0.9	104	-22	4
CC(C)NC(=O)Cn1c(SCC(=O)N2c3ccccc3CC2C)nc2ccccc21 (centres undefined)	1	1	-18	4	0	1	0.9	97	7	1
Cc1ccc(N=c2c([N+](=O)[O-])nn(-c3ccc(Cl)cc3)n2O)cc1C	9	0	18	12	-2	2	-0.7	99	-2	0
Cc1[nH]c(C(=O)O)c(C)c1C(=O)OC(C)C	-9	0	1	2	0	-13	-4.1	82	8	3
Cc1ccc(Sc2ccc(CO)cc2[N+](=O)[O-])cc1	9	5	3	21	6	-13	-0.9	101	10	-6
CC(=O)N(C)c1ccc(NC(=O)Cc2cccs2)cc1	-5	1	-19	13	6	6	0.5	102	1	5
COc1ccc(NC(=O)CC(=O)Nc2ccc(OC)cc2)cc1	-2	2	11	0	-1	-5	0.6	100	0	4
O=C1CC(c2cccc(F)c2)SC(N(c2ccccc2)c2ccccc2)=N1 (centres undefined)	2	-1	·	3	2	-3	-0.1	102	5	2
CS(=O)(=O)N1CCN(C(=O)COc2ccccc2)CC1	8	0	-16	1	1	-9	-2.8	91	-8	-1
C#CCOc1ccc(/C=C2/C(=O)N(c3ccc(S(N)(=O)=O)cc3)N=C2C)cc1OC	2	6	-19	15	2	-13	-1.4	99	-13	0
COc1cccc(N2CC(C(=O)OC(C)C(=O)c3ccccc3)CC2=O)c1 (centres undefined)	0	0	5	-1	-3	-3	3.5	97	-7	0
CC(=O)NCCNC(=O)C1CCCCN1S(=O)(=O)c1ccccc1 (centres undefined)	-2	0	12	10	-1	-2	1.8	95	-1	-1
Cc1ccc(Cc2nnc(SCC(=O)Nc3ccccc3)[nH]c2=O)cc1	-7	0	-4	0	5	4	-3.0	97	-12	-2
Cc1ccc(N(C)S(=O)(=O)c2cccc(C(=O)Nc3ccc(N4CCOCC4)cc3)c2)cc1	-3	0	29	0	0	-3	-1.6	95	-6	-5
CC(C)(C)Cc1c(-c2ccccc2)nc2ccc(Br)cn12	-22	-4	-14	7	-13	-14	-0.5	102	0	5
O=C(OCC(=O)N1CCCC1)c1c[nH]c2ccccc12	-4	0	-13	2	0	0	-0.9	101	-1	5
Cc1ccc(OCC(=O)N2CCN(c3ccc([N+](=O)[O-])c(N4CCOCC4)c3)CC2)cc1	6	0	9	11	9	5	-1.6	99	-2	4
COc1ccc(N2CC(C(=O)NCCC3=CCCCC3)CC2=O)c(OC)c1 (centres undefined)	-4	-1	5	19	14	3	-1.1	100	-5	-7
Cc1noc(C)c1CSCC(=O)N(C)CC(=O)Nc1ccc(F)c(F)c1F	-1	1	-11	-8	-2	-6	-2.4	100	-2	-3
CCC(=O)Nc1ccc(S(=O)(=O)Nc2cccnc2)cc1	2	2	-20	7	7	2	-0.7	100	4	-4
Cc1ccc(S(=O)(=O)N(C)Cc2nc(-c3ccc(Br)cc3)no2)cc1	-28	1	-16	0	1	-4	-0.5	97	6	-6
Cc1ccc(NC(=O)c2ccc(NCCCN3CCC(C)CC3)c([N+](=O)[O-])c2)c(C)c1	-2	-5	-22	15	0	1	0.1	97	-1	-7
CCN1CC(CNC(=O)c2ccc3nc(Cc4cccc(Cl)c4)oc3c2)CC1=O (centres undefined)	9	0	-16	6	0	-8	-0.6	104	8	3
O=C(O)C1CCCN1C(=O)c1cncc(Br)c1 (centres undefined)	8	1	-12	13	-3	3	1.6	108	-12	3
COc1ccc(/C=C/C(=O)OCC(=O)Nc2cc(C(N)=O)cc(C(N)=O)c2)cc1	4	1	-2	-3	6	1	-1.1	99	9	-4
S=C(NCCN1CCOCC1)Nc1ccc(Nc2ccccc2)cc1	-4	1	-10	2	1	-5	-2.5	102	1	-7
CCN(CC)CCN(C(=O)c1ccc2c(c1)CCCC2)c1nc2cc(OC)c(OC)cc2s1	-12	-7	·	2	3	-12	0.1	102	3	-6
